# Screening data (PubChem BioAssay)
# FBPA coupling cs: coupling enzyme interference in Giardia aldolase counter-screen; 290,000 compounds, 0.67% hits; coupling enzyme system counterscreen, AmpLite Red fluorescence; activity change, negative = inhibition, % at 58.2 µM, hits read low; AID 2472; in the data active = activity change below about -30%; note: % is set by controls: 0 for no effect and ±100 for the full control effect
#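 Fluorescence at 525 nm excitation and 598 nm emission measured inhibition of the coupled detection system without aldolase. Compounds (at 57.5 uM final) were preincubated 10 min at room temperature with coupling enzyme reagent before a 20 min substrate/AmpLite Red step.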
# MLL CXXC-DNA inh: blocks binding of human MLL CXXC domain to DNA; Q03164; MLL-CXXC / FITC-HOXA9 DNA fluorescence polarization; Potency, µM (series often up to 115 µM), without a hit: top-dose activity change, negative = inhibition, hits mostly inhibitors; 290,000 compounds, 0.037% hits; active = well fitted inhibition curve with a large enough effect in the polarisation, with a control signal flat, not every such curve was filed as active; inconclusive = small, poorly fitted or top-dose-only effect, or effect the other way, or a change in a side signal; inactive = no such curve, though single readings can be large or run the other way; the % refers to the polarisation; note: potency is the fitted concentration of half-maximal effect
# Target sequence (Q03164 whole entry, looked up, the tested form may be a part): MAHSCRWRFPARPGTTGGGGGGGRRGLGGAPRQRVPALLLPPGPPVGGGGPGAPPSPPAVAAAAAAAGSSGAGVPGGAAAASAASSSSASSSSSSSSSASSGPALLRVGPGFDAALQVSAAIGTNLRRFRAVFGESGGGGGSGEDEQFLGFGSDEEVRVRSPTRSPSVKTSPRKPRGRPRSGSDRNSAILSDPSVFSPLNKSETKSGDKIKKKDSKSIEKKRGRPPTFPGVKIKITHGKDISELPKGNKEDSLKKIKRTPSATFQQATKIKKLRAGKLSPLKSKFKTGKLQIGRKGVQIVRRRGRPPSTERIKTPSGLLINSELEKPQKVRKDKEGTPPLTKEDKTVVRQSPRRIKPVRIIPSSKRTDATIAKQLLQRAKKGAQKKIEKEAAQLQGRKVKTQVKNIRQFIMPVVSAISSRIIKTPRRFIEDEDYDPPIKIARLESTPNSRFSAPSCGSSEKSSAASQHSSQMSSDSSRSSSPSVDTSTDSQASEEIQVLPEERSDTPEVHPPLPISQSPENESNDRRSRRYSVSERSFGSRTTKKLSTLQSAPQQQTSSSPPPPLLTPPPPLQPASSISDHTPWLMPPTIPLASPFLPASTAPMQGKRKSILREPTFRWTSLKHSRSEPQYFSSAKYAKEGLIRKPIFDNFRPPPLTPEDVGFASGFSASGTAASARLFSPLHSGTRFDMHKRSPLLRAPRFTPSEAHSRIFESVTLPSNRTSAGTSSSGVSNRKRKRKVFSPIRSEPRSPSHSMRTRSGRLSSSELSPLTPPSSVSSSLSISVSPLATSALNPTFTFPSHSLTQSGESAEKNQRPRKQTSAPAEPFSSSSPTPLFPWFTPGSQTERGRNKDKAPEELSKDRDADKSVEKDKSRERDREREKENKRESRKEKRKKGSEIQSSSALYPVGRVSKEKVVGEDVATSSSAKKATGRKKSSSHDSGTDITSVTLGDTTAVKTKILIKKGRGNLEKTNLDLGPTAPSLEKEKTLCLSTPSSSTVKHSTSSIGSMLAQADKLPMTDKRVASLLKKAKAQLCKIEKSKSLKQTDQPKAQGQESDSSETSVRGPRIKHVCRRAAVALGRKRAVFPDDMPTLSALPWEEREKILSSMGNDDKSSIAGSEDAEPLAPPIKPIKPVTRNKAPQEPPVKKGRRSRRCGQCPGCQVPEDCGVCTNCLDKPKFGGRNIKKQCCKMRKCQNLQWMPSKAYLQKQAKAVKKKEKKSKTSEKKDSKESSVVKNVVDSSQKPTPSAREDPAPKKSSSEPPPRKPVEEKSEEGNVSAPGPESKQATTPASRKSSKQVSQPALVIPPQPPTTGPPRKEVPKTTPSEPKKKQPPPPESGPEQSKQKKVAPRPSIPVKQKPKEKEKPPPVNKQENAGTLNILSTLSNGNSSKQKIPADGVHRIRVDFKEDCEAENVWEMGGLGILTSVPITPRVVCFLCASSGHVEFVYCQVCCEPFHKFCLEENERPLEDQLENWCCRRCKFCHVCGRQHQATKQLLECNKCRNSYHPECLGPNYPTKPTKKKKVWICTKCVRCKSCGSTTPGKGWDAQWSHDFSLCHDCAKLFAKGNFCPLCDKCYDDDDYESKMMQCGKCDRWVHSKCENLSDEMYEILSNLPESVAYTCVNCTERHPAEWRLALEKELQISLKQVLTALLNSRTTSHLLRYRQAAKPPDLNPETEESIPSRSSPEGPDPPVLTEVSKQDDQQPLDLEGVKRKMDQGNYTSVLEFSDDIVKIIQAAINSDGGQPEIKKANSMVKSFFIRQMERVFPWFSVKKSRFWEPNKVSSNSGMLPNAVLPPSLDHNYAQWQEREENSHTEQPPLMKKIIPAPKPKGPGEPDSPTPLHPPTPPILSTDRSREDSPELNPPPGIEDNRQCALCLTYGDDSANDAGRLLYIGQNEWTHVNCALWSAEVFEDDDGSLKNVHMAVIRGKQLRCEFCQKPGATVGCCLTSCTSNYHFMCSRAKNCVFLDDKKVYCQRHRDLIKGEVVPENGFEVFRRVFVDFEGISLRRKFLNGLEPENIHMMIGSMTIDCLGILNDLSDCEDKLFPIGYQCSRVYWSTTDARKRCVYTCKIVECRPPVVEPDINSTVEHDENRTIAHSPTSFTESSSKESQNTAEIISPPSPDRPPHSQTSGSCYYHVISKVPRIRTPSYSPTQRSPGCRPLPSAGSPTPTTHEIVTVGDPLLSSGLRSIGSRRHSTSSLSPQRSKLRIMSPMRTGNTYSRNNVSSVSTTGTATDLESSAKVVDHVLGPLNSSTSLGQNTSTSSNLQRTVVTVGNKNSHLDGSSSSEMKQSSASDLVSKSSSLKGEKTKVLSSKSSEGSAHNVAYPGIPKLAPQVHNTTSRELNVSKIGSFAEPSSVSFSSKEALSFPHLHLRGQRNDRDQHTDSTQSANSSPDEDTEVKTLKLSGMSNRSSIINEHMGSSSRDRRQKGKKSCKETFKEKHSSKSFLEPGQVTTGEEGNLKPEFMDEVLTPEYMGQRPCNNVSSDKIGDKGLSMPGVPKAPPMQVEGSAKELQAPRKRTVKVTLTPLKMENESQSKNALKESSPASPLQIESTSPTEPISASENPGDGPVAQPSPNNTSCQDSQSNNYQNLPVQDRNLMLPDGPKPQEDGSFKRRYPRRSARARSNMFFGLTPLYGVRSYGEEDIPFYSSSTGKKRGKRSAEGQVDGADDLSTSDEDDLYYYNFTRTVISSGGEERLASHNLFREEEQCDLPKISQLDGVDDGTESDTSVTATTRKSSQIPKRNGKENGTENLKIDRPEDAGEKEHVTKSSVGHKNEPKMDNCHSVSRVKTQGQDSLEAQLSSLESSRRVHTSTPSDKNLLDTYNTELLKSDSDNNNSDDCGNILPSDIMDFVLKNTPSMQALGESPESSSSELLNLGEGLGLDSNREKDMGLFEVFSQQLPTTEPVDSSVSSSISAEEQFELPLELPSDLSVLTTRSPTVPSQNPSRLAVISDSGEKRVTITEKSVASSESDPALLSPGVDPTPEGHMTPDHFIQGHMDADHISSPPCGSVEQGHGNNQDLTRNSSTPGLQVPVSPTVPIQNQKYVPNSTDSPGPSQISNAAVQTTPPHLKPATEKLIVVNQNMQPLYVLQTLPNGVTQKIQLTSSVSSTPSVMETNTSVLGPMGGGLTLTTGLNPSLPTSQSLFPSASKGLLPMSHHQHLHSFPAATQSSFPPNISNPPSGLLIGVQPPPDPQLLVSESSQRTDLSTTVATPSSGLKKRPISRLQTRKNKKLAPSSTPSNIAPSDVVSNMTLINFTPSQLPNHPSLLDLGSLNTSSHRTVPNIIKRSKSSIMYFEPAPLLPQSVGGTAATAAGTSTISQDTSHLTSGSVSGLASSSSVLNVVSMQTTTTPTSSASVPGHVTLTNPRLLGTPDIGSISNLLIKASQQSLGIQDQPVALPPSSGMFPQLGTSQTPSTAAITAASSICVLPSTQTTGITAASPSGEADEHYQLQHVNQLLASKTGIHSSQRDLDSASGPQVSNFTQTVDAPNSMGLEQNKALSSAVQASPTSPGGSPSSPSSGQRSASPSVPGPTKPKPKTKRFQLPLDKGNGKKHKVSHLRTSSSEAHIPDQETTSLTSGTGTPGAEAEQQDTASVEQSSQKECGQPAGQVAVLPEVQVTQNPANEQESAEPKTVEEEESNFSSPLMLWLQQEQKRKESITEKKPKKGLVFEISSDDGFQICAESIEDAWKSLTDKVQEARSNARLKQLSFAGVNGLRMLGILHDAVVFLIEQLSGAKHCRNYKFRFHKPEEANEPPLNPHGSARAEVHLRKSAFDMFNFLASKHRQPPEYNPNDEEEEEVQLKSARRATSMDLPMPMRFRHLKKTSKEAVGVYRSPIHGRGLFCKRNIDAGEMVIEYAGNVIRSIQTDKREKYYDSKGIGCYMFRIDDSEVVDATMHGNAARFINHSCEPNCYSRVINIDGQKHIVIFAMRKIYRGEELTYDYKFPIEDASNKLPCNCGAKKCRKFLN
#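 Steps: dispense CXXC domain solution (7 uM) → pin compounds or unlabeled HOX-A9 DNA control → 5 min ambient → add FLSN-HOX-A9 solution (50 nM) → spin → 30 min ambient → fluorescence polarization. Tris pH 7.5/NaCl/DTT/BSA buffer.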
# GALK inh: galactokinase (human) inhibition; P51570; Purified GALK, Kinase-Glo residual ATP luminescence; Potency, µM (top dose mostly 57.5 µM), inactives show at the highest dose activity change, negative = inhibition, most hits filed as inhibitors; 270,000 compounds, 0.007% hits; AID 1868; note: potency is the fitted concentration of half-maximal effect; % is set by controls: 0 for no effect and ±100 for the full control effect
#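 Kinase-Glo Plus luminescence measured ATP left after a 1 h room-temperature reaction. The reaction used 5 nM GALK, 100 uM galactose and 35 uM ATP at pH 8.0 (20 mM HEPES, 5 mM MgCl2, 60 mM NaCl, 1 mM DTT, 0.01% BSA).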
# KCNH2 3.1 inh: KCNH2 3.1 (human) potassium channel inhibition | U2OS KCNH2 3.1, thallium flux FluxOr; hits give low values | activity change, % (tested at about 1.8 µM) | 340,000 compounds, 0.95% hits | AID 720553;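 active = maximum activity change below -70%; inconclusive = maximum activity change from -70% to -50%; inactive = maximum activity change above -50%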;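 note: thallium influx rate constant from kinetic fluorescence after stimulation buffer; % is set by controls: 0 for no effect and ±100 for the full control effect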
#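 Virally transduced U2OS (3.1 isoform, 4 h infection in dark at RT) → overnight 37 C → FluxOr + Red40 in HBSS/HEPES, 45 min → stimulation buffer, 2 min kinetic read → rate constant vs DMSO controls.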
# hERG WT inh: inhibitors of human wildtype KCNH2 potassium channel | U2OS, BacMam KCNH2, thallium flux FluxOr; hits give low values | AID 720551 | 340,000 compounds, 0.37% hits | activity change, % at 1.84 µM;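 active = maximum activity change below -70%; inconclusive = maximum activity change between -70% and -50%; inactive = maximum activity change above -50%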; note: % is set by controls: 0 for no effect and ±100 for the full control effect
#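 U2OS cells were transduced with wild-type KCNH2 virus (2.03 x 10^8 / mL) for 4 h at room temperature, then cultured overnight at 37 C. Thallium flux was read with FluxOr dye. Rate constants were normalized to DMSO controls.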
# Integrin act MD: integrin-mediated muscular dystrophy alleviation activation; Potency, µM (top dose mostly 38.3 µM), for the others: top-dose activation, actives largely listed as activators; 350,000 compounds, 0.064% hits; AID 624291; alpha7betagal myoblasts, beta-gal FDG fluorescence, 48 h;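 note: potency is the fitted concentration of half-maximal effect; 100% = response of the positive control SU9516; nearly all actives have a fitted effect of over 60% in size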
#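 alpha7betagal+/- myoblasts (passage 13, 250/well) treated 48 h at 37C with compounds at 1:260 dilution of DMSO stock. Lysed, then beta-galactosidase activity read as FDG fluorescence (ex 480/em 540) after 30 min, with pre-read for autofluorescence.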
# MBNL1-CUG inh: blocks human MBNL1 binding to CUG repeat RNA; Q9NR56; TR-FRET MBNL1-His/biotin-(CUG)12 binding, 665/545 ratio; Potency, µM (series often up to 57.5 µM), inactives show at the highest dose activity change, negative = inhibition, most hits filed as inhibitors; 280,000 compounds, 0.036% hits; active = well fitted inhibition curve with a large enough effect in the signal ratio, with a control signal flat, not every such curve was filed as active; inconclusive = small, poorly fitted or top-dose-only effect, or effect the other way, or a change in a side signal; inactive = no such curve, though single readings can be large or run the other way; the % refers to the signal ratio; note: potency is the fitted concentration of half-maximal effect; % is set by controls: 0 for no effect and ±100 for the full control effect
#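 Compounds (final 92 nM to 58 uM) are added to His-tagged MBNL1 and biotin-(CUG)12, then terbium anti-His antibody and streptavidin-XL665 (5 nM final). After 60 min at room temperature, the 665/545 nm ratio is read.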
# AT treatment: potential ataxia-telangiectasia treatments restoring KAP-1 phosphorylation; […] A-T fibroblasts, KAP-1 phosphorylation AlphaLISA; neocarzinostatin DNA damage 30 min before lysis; Potency, µM (doses to about 57.5 µM), inactives show top-dose activation, actives largely listed as activators; 320,000 compounds, 0.19% hits; AID 485349; note: potency is the fitted concentration of half-maximal effect; % of control where 0% means no effect; nearly all actives have a fitted effect of over 45% in size
#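 ATM-like activity read as KAP-1 phosphorylation via AlphaLISA donor/acceptor antibody pairs after lysis and 6 hr at 25C. Cells were ATM-null patient fibroblasts ([…], hTERT), dosed 60 min, then exposed to the DSB inducer NCS for 30 min.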
# S-ASM inh: inhibitors of human secretory acid sphingomyelinase. placental ASM, HMU-PC fluorogenic substrate, 60 min. Potency, µM (highest dose often 57.5 µM), for the others: at the highest dose activity change, negative = inhibition, actives largely listed as inhibitors. 340,000 compounds, 0.006% hits; note: potency is the fitted concentration of half-maximal effect
#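 qHTS format. ASM enzyme prepared from human placenta hydrolyses the fluorogenic substrate HMU-PC0 (9 uM final) over 60 min at 37 °C after a 10 min compound preincubation.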
# TRPV1 agonist: human TRPV1 agonism | 320,000 compounds, 0.19% hits | activation, % at 8.33 µM | Q8NER1 | TRPV1-expressing cells, Fluo-8 calcium influx, agonist mode; in the data active = activation above about 80%; inconclusive = between about 30% and that limit; note: 0% is about no effect
#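 TRPV1-expressing cells were cultured overnight at 35.5C and loaded with Fluo-8 calcium dye for 40 to 90 min at room temperature. After a 10 s baseline, compound was added and calcium influx was read kinetically for 3 min (ex 480/em 520 nm).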
# Starred values were filed as active, the others as inactive; ? = inconclusive; / = not tested or not shown; & = joins results of further samples; [ ] = another dose, or the depositor's remark. Unless noted, calls come from the whole dose curve; as a rule, active = well fitted curve in the direction sought with a large enough effect; inconclusive = small, poorly fitted or top-dose-only effect, or another doubt; inactive = no such curve, though single readings can be large; an effect the other way counts as inactive or inconclusive.
SMILES,FBPA coupling cs,MLL CXXC-DNA inh,GALK inh,KCNH2 3.1 inh,hERG WT inh,Integrin act MD,MBNL1-CUG inh,AT treatment,S-ASM inh,TRPV1 agonist
COc1ccc(/C=C/C(=O)OCC(=O)NC2CCCC(C)C2C)c(OC)c1 (stereo not given),/,/,/,-8,-4,-10%,/,-8%,-3%,/
CCOc1ccc(CN(CCC#N)C(=S)NC(=O)c2ccccc2)cc1,-1,-2%,-1%,4,/,-21%,-5%,-3%,-3%,12
Cc1nc(N)c(C#N)c(-c2cccnc2)c1C,-2,0%,3%,3,-7,21%,2%,21%,5%,1
CC1=C/C(=N\Nc2ccccc2[N+](=O)[O-])CC(C)(C)C1,-5,-14%,2%,/,10,-20%,17%,6%,-14%,2
Cc1ccc(NC(=O)CSc2nc3c(c(=O)[nH]2)CCCC3)cc1C,/,26%,-4%,6,5,0%,-1%,11%,-2%,2
O=C(Nc1ccc(-c2nnc(-c3ccco3)o2)cc1)C(c1ccccc1)c1ccccc1,2,18%,0%,-50,-27,-7%,2%,3%,0%,1
Cc1cc(/C=N/Nc2ccc([N+](=O)[O-])cn2)c(C)n1-c1ccccc1,0,-2%,4%,-12,3,-26%,?,-3%,-1%,0
COCCN(C(=O)CSc1nnc(C)n1-c1ccc(C)cc1)c1c(N)n(Cc2ccccc2)c(=O)[nH]c1=O,/,/,/,4,5,7%,/,12%,/,0
Cc1nc([N+](=O)[O-])c(NCCO)n1Cc1ccccc1,1,2%,5%,20,4,1%,22%,-3%,-6%,0
Cc1ccc(NS(=O)(=O)c2cc(NC(=O)C(C)Oc3ccccc3)ccc2C)c(C)c1 (stereo not given),0,49%[activator],?,-15,-7,-41%,/,3%,-5%,-1
CCC(C(=O)NCc1cccs1)n1nc(C)n2c(cc3occc32)c1=O (stereo not given),3,2%,3%,5,5,13%,6%,4%,-6%,1
C/C(CC(=O)Nc1ccc(N(C)C)cc1)=N\NC(=O)c1ccc(Cl)cc1,7,-8%,4%,-5,-6,-29%,1%,20%,2%,27
COc1ccc(C(=O)N(C)Cc2ccccn2)cc1OC1CCN(C(C)C)CC1,/,3%,-6%,5,4,-7%,-2%,-4%,/,-1
Cc1ncc([N+](=O)[O-])n1CC(=O)Nc1ccc(Br)cc1,1,-2%,-1%,2,1,12%,11%,3%,-2%,-1
CCCCOc1ccc(N(CC(=O)NCC2CCCO2)C(=O)CCC(=O)Nc2cc(C)ccn2)cc1 (stereo not given),1,-18%,-4%,-3,0,0%,-2%,-4%,-7%,5
C=CCN(c1ccccc1)S(=O)(=O)c1cccc(C(=O)Nc2ncccc2O)c1,/,/,/,6,2,2%,/,13%,-3%,?
Cc1nc(C)c(-c2ccn(S(=O)(=O)c3ccc(Cl)cc3)n2)o1,5,-2%,0%,-4,0,42%,-15%,9%,-1%,4
COC(=O)Cn1ccc(N(C)C)c(C#N)c1=O,3,6%,2%,8,-1,4%,7%,5%,2%,0
CCOC(=O)c1ccc(NC(=O)CSc2nnc(CNC(=O)c3ccccc3F)o2)cc1,3,0%,0%,-8,16,4%,-16%,4%,-7%,-3
Cc1c(CN2CCC(C(=O)Nc3cccc(-c4cccc(Cl)c4)c3)CC2)cnn1C,1,2%,3%,-85*,-100*,-87%[inhibitor],5%,-3%,-8%,1
CCn1ncc(/C=N\NC(=O)c2ccc3c(c2)c(C)c(C)n3Cc2ccccc2)c1C,0,-3%,-3%,-8,-10,2%,2%,-3%,?,14
CC(Sc1n[nH]c(-c2ccccc2)n1)C(=O)c1c(N)n(C)c(=O)n(C)c1=O (stereo not given),/,/,/,7,-20,-3%,/,1%,-1%,1
Cc1cccc(NC2=NC(=S)N(c3ccc(C(=O)O)cc3)C23CCCCC3)c1,9,-16%,/,5,-1,16%,-5%,-1%,5%,-1
CCN(CC(=O)Nc1ccccc1C(F)(F)F)C(=O)CCc1ccccc1,1,36%[activator],-2%,16,18,-3%,-3%,11%,1%,2
Cc1ccc(NS(=O)(=O)c2cc(C(N)=O)ccc2C)cc1,-7,-1%,-3%,2,-28,-10%,-2%,-1%,-3%,2
CC(NC(=O)c1ccc2c(c1)C(=O)N(Cc1cccnc1)C2=O)c1ccccc1 (stereo not given),/,-3%,6%,-7,-1,29%,?,0%,5%,15
CC(C)c1ccc(S(=O)(=O)NCc2ccc3c(c2)OCO3)cc1,1,-6%,3%,10,-1,-22%,-5%,1%,-3%,0
Cc1nc2ccc(NC(=O)[C@@H](NC(=O)c3c(F)cccc3F)C(C)C)cc2s1,/,/,/,21,1,3%,/,7%,4%,2
Cc1cccc(Nc2ccccc2C(=O)O)c1C,6&12&7,-3%,7%,-6,-11,/,-24%,3%,1%,1
COc1ccc2nc(NC(=O)CCc3nc(-c4ccccc4F)no3)sc2c1,0,8%,-1%,-39,-1,7%,12%,4%,7%,-1

# Next part, starting with the last two of the part before.
SMILES,FBPA coupling cs,MLL CXXC-DNA inh,GALK inh,KCNH2 3.1 inh,hERG WT inh,Integrin act MD,MBNL1-CUG inh,AT treatment,S-ASM inh,TRPV1 agonist
Cc1cccc(Nc2ccccc2C(=O)O)c1C,6&12&7,-3%,7%,-6,-11,/,-24%,3%,1%,1
COc1ccc2nc(NC(=O)CCc3nc(-c4ccccc4F)no3)sc2c1,0,8%,-1%,-39,-1,7%,12%,4%,7%,-1
O=C(NCCc1ccncc1)c1ccccc1F,-1,-2%,-2%,9,-15,29%,-2%,2%,-2%,1
O=C(OCc1ccc(F)cc1)c1ccc2ccccc2n1,1,-6%,9%,0,-8,43%,8%,19%,-2%,?
OC(COc1ccc(Cl)cc1)CN1CCCCC1 (stereo not given),5,6%,4%,-39,46,15%,0%,13%,1%,5
FC(F)(F)c1nc(-c2cccnc2)ncc1-c1nnnn1-c1ccccc1,0,4%,-1%,-2,3,3%,7%,9%,0%,0
CCc1ccc([C@@H]2CC=C(C(=O)O)[C@H](c3ccccc3)N2S(=O)(=O)c2ccc(C)cc2)cc1,/,/,/,-8,-2,20%,/,11%,-22%,-4
Cc1ccc2c(C)cc[n+](CCCS(=O)(=O)[O-])c2c1,-5,3%,1%,22,1,20%,/,-2%,1%,-4
O=C(c1cnccn1)N1CCc2ccccc2C1,0,11%,0%,1,7,11%,7%,-1%,-4%,2
CC(C)[C@@H](C(=O)NC1CCCC1)N1C(=O)N2CCc3c([nH]c4ccccc34)[C@@]2(C)C1=O,-2,-1%,/,-5,-2,-6%,-5%,3%,3%,19
COc1ccc(OCC(=O)NC2CCSc3ccccc32)cc1 (stereo not given),/,/,/,20,-1,9%,/,30%,-3%,/

# Molecules shown so far with fluorine:
SMILES,FBPA coupling cs,MLL CXXC-DNA inh,GALK inh,KCNH2 3.1 inh,hERG WT inh,Integrin act MD,MBNL1-CUG inh,AT treatment,S-ASM inh,TRPV1 agonist
CCOC(=O)c1ccc(NC(=O)CSc2nnc(CNC(=O)c3ccccc3F)o2)cc1,3,0%,0%,-8,16,4%,-16%,4%,-7%,-3
CCN(CC(=O)Nc1ccccc1C(F)(F)F)C(=O)CCc1ccccc1,1,36%[activator],-2%,16,18,-3%,-3%,11%,1%,2
Cc1nc2ccc(NC(=O)[C@@H](NC(=O)c3c(F)cccc3F)C(C)C)cc2s1,/,/,/,21,1,3%,/,7%,4%,2
COc1ccc2nc(NC(=O)CCc3nc(-c4ccccc4F)no3)sc2c1,0,8%,-1%,-39,-1,7%,12%,4%,7%,-1
O=C(NCCc1ccncc1)c1ccccc1F,-1,-2%,-2%,9,-15,29%,-2%,2%,-2%,1
O=C(OCc1ccc(F)cc1)c1ccc2ccccc2n1,1,-6%,9%,0,-8,43%,8%,19%,-2%,?
FC(F)(F)c1nc(-c2cccnc2)ncc1-c1nnnn1-c1ccccc1,0,4%,-1%,-2,3,3%,7%,9%,0%,0
